Bioassay records as filed in PubChem.
mcGAS RapidFire – mouse cGAS inhibition by mass spec; recombinant mouse cGAS, cGAMP by RapidFire MS; 130,000 tested, 0.18% active; inhibition, % at 12.5 µM; Q8C6L5;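 active = inhibition of cGAS enzyme activity at or above 60%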;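 note: enzyme stimulated by 45 bp dsDNA with ATP and GTP substrates; cGAMP share of summed cGAMP plus half ATP and half GTP signals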
Target sequence (Q8C6L5 whole entry, looked up): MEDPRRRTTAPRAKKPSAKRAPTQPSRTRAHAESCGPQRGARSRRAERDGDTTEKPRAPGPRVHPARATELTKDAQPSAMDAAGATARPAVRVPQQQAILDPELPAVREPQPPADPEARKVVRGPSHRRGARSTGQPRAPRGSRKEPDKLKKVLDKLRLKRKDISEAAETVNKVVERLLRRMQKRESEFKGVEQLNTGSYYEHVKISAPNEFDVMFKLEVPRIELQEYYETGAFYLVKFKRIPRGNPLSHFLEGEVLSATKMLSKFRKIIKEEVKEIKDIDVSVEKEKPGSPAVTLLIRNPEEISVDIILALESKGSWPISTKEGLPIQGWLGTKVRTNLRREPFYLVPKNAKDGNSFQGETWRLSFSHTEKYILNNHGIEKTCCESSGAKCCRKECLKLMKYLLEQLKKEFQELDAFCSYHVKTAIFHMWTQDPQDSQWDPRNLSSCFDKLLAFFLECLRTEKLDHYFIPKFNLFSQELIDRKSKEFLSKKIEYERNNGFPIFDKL
Numbers without * were called inactive; & = joins results of further samples. Only part of the results is shown; count on the stated rates, not on these rows.

SMILES	mcGAS RapidFire
FC(F)(F)c1cnc(NCc2ncc(-c3ccccc3)o2)c(Cl)c1	-1.7
CNc1cnc(-c2cccc3cccnc23)cn1	2.5
O=C(O)c1ccc(Cl)s1	21.8
COc1cccc2sc(=NC(=O)c3cc(Cl)sc3Cl)n(C)c12	-4.7
CN(C)c1ncc2c(n1)CCCC2NC1CCN(c2ccccc2F)CC1 (stereo not drawn)	-6.7
c1ccc(-c2ncn(CC(c3ccco3)N3CCCC3)c2-c2ncc[nH]2)cc1 (stereo not drawn)	9.3
O=c1c2cc(Cl)ccc2ncn1CC(O)COCc1ccc(Cl)cc1 (stereo not drawn)	-5.3
O=C(O)CN1C(=O)C(=Cc2cccnc2)SC1=S	-3.6
CC(C)Cc1noc(CNc2ccc(S(=O)(=O)C3CCCC3)cc2)n1	-1.4
CCOC(=O)C1(Cc2ccccc2)CCCN(C(=O)Nc2ccc(SC)cc2)C1 (stereo not drawn)	10.3
O=C(C1CCCN(c2ncccc2Cl)C1)N1CCN(c2ccccn2)CC1 (stereo not drawn)	-21.3
CC1(C(=O)NS(=O)(=O)Cc2cccc(Cl)c2)CCN1C(=O)C1CCCCC1 (stereo not drawn)	-2.8
COC(=O)c1c(C)ccc(F)c1NS(=O)(=O)c1c(C)noc1C	-5.5
CCOc1cccc(C=C2Oc3cc(O)ccc3C2=O)c1OC	-0.6
COc1cccc(Cn2cccc(S(=O)(=O)N3CCC(C)CC3)c2=O)c1	-3.5
CC1NCCN(c2ccc(F)cc2F)C1=O (stereo not drawn)	-6.0
CCOC(=O)c1nn(-c2ccc(F)cc2)c(=O)cc1OCc1ccccc1F	-9.1
O=C(COc1ccc(F)cc1)NNC(=O)COc1ccccc1Cl	24.5
Brc1cnn(Cc2nnc(-c3ccco3)o2)c1	-18.7
CC1(c2ccccc2)COC2(OC1)C(=O)N(CN1CCN(Cc3ccccc3)CC1)c1ccccc12 (stereo not drawn)	-21.8
CCOc1ccc(C(c2c(O)cc(C)n(CCOC)c2=O)N2CCN(c3ccccc3)CC2)cc1 (stereo not drawn)	-6.6
CC(C(=O)N1CCc2c(nc(-c3ccccn3)[nH]c2=O)C1)N1CCCC1 (stereo not drawn)	-32.8
Cc1c(C(=O)NCc2ccc(N3CCOCC3)nc2)[nH]c2c1C(=O)CC(C)(C)C2	-6.9
Cc1ccc(-c2noc(C(C)N3CCN(C(=O)C4(C)CCCO4)CC3)n2)cc1 (stereo not drawn)	-0.8
Cc1cccc(C(=O)NCc2sccc2C)n1	-12.4
CN(c1ccccc1-c1ccccc1)S(=O)(=O)c1cn(C)cn1	-7.3
Cc1ccc(S(=O)(=O)N(CCc2ccccc2)CC(=O)Nc2ccc(C(N)=O)cc2)cc1	-8.4
Cc1cc(C)n2nc(C(=O)N3CCc4c([nH]c5ccccc45)C3c3ccc(F)cc3)cc2n1 (stereo not drawn)	-6.7
COC(=O)CC(NC(=O)c1sccc1Br)C1CC1 (stereo not drawn)	-35.3
NC(=O)Cn1cnc2c(nnn2-c2ccccc2)c1=O	2.3
O=c1[nH]nc(C2CCCN(c3ncccn3)C2)n1-c1ccccc1 (stereo not drawn)	-11.1
O=C(Nc1ccc2c(c1)CN(Cc1cn[nH]c1C1CCCCC1)CC2)C1CCCO1 (stereo not drawn)	-2.4
Cc1nnc2n1N=C(c1ccc(Cl)cc1)C(CC(=O)O)S2 (stereo not drawn)	1.8
Cc1nc(C2CC2)ncc1C(=O)N1CCOC(C(F)(F)F)C1 (stereo not drawn)	2.2
O=C(COc1cc(Cl)ccc1Cl)NCc1ccc(F)cc1	-13.4
CC(C)c1nc(C(=O)N2CCc3ccc(NC(=O)C4(c5ccccc5)CC4)cc3C2)cs1	-1.4

Quoted at random: 7 compounds from above
SMILES	mcGAS RapidFire
Cc1nnc2n1N=C(c1ccc(Cl)cc1)C(CC(=O)O)S2 (stereo not drawn)	1.8
Cc1c(C(=O)NCc2ccc(N3CCOCC3)nc2)[nH]c2c1C(=O)CC(C)(C)C2	-6.9
Cc1cccc(C(=O)NCc2sccc2C)n1	-12.4
CCOC(=O)C1(Cc2ccccc2)CCCN(C(=O)Nc2ccc(SC)cc2)C1 (stereo not drawn)	10.3
FC(F)(F)c1cnc(NCc2ncc(-c3ccccc3)o2)c(Cl)c1	-1.7
O=C(O)c1ccc(Cl)s1	21.8
Cc1ccc(-c2noc(C(C)N3CCN(C(=O)C4(C)CCCO4)CC3)n2)cc1 (stereo not drawn)	-0.8

Gathered by group, the compounds so far with an aryl methoxy group.
SMILES	mcGAS RapidFire
COc1cccc2sc(=NC(=O)c3cc(Cl)sc3Cl)n(C)c12	-4.7
CCOc1cccc(C=C2Oc3cc(O)ccc3C2=O)c1OC	-0.6
COc1cccc(Cn2cccc(S(=O)(=O)N3CCC(C)CC3)c2=O)c1	-3.5

(further entries)
SMILES	mcGAS RapidFire
COC(=O)C1=C(C)N(C(C)C)C(=O)C1(NC(=O)C1CCCCC1)C(F)(F)F (stereo not drawn)	-8.6
Cc1nc(C(=O)N(Cc2ccccc2)C(C)c2ccccn2)cs1 (stereo not drawn)	-3.1
S=C(Nc1ccc(Cl)cc1)N1CCCC1	-7.6
COc1ccc(Cl)c2sc(N(CCCN(C)C)C(=O)Cc3ccccc3)nc12	-4.6
CC(C)c1cc(C2CCN(C(=O)c3cc(C(C)C)no3)CC2)[nH]n1	-13.3
O=C(c1cc(=O)[nH]c2ccc(F)cc12)N1CCc2c(nc[nH]c2=O)C1	-16.4
COC(=O)CC(NS(=O)(=O)N1CC(C)OC(C)C1)c1ccc(C)cc1 (stereo not drawn)	1.0
CC(=O)N1CCc2ccccc2C1CC(=O)NCc1ccn[nH]1 (stereo not drawn)	8.3
CC(C)c1nc(COC(=O)c2cc(S(N)(=O)=O)c(Br)s2)cs1	-7.9
O=C(c1ccccc1)N1CCOC(CCc2ccccc2)C1 (stereo not drawn)	-4.7
CCn1c(CC2CCNCC2)nn(Cc2cccc(-n3cccn3)c2)c1=O	-13.1
O=C1NC2(CCCCCC2)C(=O)N1Cc1cc(=O)oc2ccc3ccccc3c12	-25.0
COc1ccc(CN2CCN(Cn3ncn(-c4ccccc4OC)c3=S)CC2)cc1F	-6.8
O=C(Cc1ccccc1O)Nc1cnc(-c2ccccc2)nc1	8.5
O=S(=O)(c1ccc(Cl)cc1)N1CCCN(CC2CCCO2)CC1 (stereo not drawn)	-17.4
Cc1nc2ccc(C(=O)Nc3cnc4n3CCCC4)cc2nc1C	-22.9
COC1CCCN(Cc2nc(-c3cccc(C(F)(F)F)c3)oc2C)C1 (stereo not drawn)	-8.0
C/C=C(\C)C(=O)NC1CCCN(CCc2ccccc2)C1 (stereo not drawn)	6.1
Cc1ccccc1NC(=O)CC(=O)NCC1(N2CCOCC2)CCCCCC1	-18.5
COCCn1c(N)cc(=O)[nH]c1=O	0.5
Cc1ccccc1CN1CCN(c2ncc(C(=O)NCc3ccccc3)s2)C1=O	-6.9
C[C@@]1(O)CCN(Cc2cnc(-c3ccccn3)nc2)C[C@@H]1Cc1ccccc1	-4.8
C1=CC2C(=NNc3ccccn3)CC2C1 (stereo not drawn)	17.7
COC(=O)C(C)(C)NS(=O)(=O)N1CCCC(C)C1 (stereo not drawn)	-4.5
CN1N=C(C(=O)Nc2ccccc2COc2ccccc2)CCC1=O	0.4
CC(C)(C)CC(C)(C)c1ccc(OCCOCC[N+](C)(C)Cc2ccccc2)cc1	1.4&1.8
OCCOc1cccc(CN2CCN(Cc3ccccc3F)C(CCO)C2)c1 (stereo not drawn)	-5.8
Cc1ccc(C(=O)CSc2nnc(-c3ccncc3)n2C)c(C)c1	-3.9
COC(=O)CN(C)Cc1cccc(C(=O)Nc2nccs2)c1	9.8
CCOC(=O)C1CCN(Cn2c(=O)n(C)c3ccncc32)CC1	-2.3
O=C(NCCn1nc(-c2cccnc2)ccc1=O)Nc1cccc(C(F)(F)F)c1	-9.2
O=C(NCCc1cccc2cccnc12)C1CC(=O)N(c2ccccc2Cl)C1 (stereo not drawn)	-7.1
Cc1ccoc1C(=O)NC1CC(=O)N(Cc2cccc3ccccc23)C1 (stereo not drawn)	-11.3
COc1cc(C(=O)n2nc(C)c(Sc3ccc(C)cc3)c2C)cc(OC)c1OC	-1.8
CCC(C)=NNc1ccc(S(=O)(=O)N(CC)CC)cn1	-5.3
O=C1CCCN1CC1CCN(C(=O)c2ccc(NCC3CCOC3)nc2)CC1 (stereo not drawn)	-12.8
Cc1sc2nc(SCC(=O)NC3CCCCC3)n(Cc3ccco3)c(=O)c2c1C	-6.0
COc1ccc(C(=O)N2CCCC(CO)(Cc3cccc(Cl)c3)C2)cc1F (stereo not drawn)	-5.1&6.5
CCN(CC)CCCNc1nc(N)c([N+](=O)[O-])c(NCCO)n1	-11.5
O=C(C1CCCN(C2CCN(Cc3cccnc3)CC2)C1)N1CC=CC1 (stereo not drawn)	0.4
O=C1CSC(c2cccc(Br)c2)N1c1ccc(Cl)cn1 (stereo not drawn)	-10.2
CC(=O)c1sc(N)nc1C	-10.2&-7.4
CN(C)CCCNC(=S)Nc1ccc(-n2cnnn2)cc1	-2.3
Cc1cc(C)c(SC(C)C(=O)NC(N)=O)c(C)c1 (stereo not drawn)	-0.4
Cc1ccc(OCCN(C)C(=O)C2CCC(=O)N(Cc3ccccn3)C2)cc1 (stereo not drawn)	-7.8
N#Cc1cn(-c2ccccc2)nc1N	-47.8
CCCn1c(O)c(N=NC(=O)c2ccc(N)cc2)c2ccccc21	-16.1
CCCCn1nnnc1CSc1nnc(CC2CCS(=O)(=O)C2)o1 (stereo not drawn)	-3.0
Cc1nn(C)c(Cl)c1CNCCOc1ccc2c(c1)CCC2	-5.0
CCCN(CC(=O)Nc1ccc2c(c1)OCO2)C(C)c1ccccc1Br (stereo not drawn)	-7.4
COC(=O)c1oc(CN(C)C(C)c2ccc(S(N)(=O)=O)cc2)cc1C (stereo not drawn)	0.2
CCNC(=O)Cn1cnc2c(nnn2C)c1=O	-2.6
CNC(=O)c1ccc(OCC2CCCO2)c(Br)c1 (stereo not drawn)	-5.3
COc1cccc(CN2CCCC(NCc3ccncc3)C2)c1 (stereo not drawn)	-9.8
Cc1cccc(S(=O)(=O)NC(=O)C2(C)CCN2C(=O)CCC2CCCC2)c1 (stereo not drawn)	-4.2
Cc1c(N=C2NN=C(c3ccc4c(c3)C(C)C(=O)N4)CS2)c(=O)n(-c2ccccc2)n1C (stereo not drawn)	0.1
CN(C)S(=O)(=O)c1cc(NCC(=O)N2CCc3ccccc32)ccc1Cl	3.7
O=C(C1CNCCN1C(=O)c1ccc(-n2cnnc2)cc1)N1CCOCC1 (stereo not drawn)	-12.7
COCc1nc(NCc2cc(CC(C)C)no2)c2cnn(C)c2n1	10.4
O=C(Nc1cccc(Oc2ccccc2)c1)N1CCC(CO)CC1	0.9
Going on with the list:
SMILES	mcGAS RapidFire
COc1cccc(Nc2ncnc3sc4c(c23)CCCC4)c1	-3.3
O=C(NCC1CCN(c2ccc(F)cc2)C1)Nc1ccccc1F (stereo not drawn)	-13.0
O=C(O)[C@H]1C[C@@H](C(=O)Nc2ccc(F)cc2)CN(Cc2cccnc2)C1	-7.7
CN(C)CC1(O)CCN(C(=O)c2cc(-c3ccccc3)nc3ccccc23)C1 (stereo not drawn)	-12.9
C#Cc1cccc(C(=O)N2CCCC(N3CCN(c4cccc(C(F)(F)F)c4)CC3)C2)c1 (stereo not drawn)	-1.5
Cn1cc(NS(=O)(=O)c2cccs2)cc(Cl)c1=O	-31.6
Cc1nn(C)c(C)c1CN(C)Cc1cc2n(n1)CCCNC2	-10.6
CCc1nc(CC(=O)Nc2cc(C#N)cn2C(C)(C)C)cs1	-7.2
Cn1c(=O)[nH]c(=O)c2c1nc(N1CCNCC1)n2Cc1cccc(Cl)c1	-8.5
Cc1ccc(-c2ccnc(N3CCNC(C(=O)O)C3)n2)c(C)n1 (stereo not drawn)	-13.6
CC(C)(C)C1CCC(NC(=O)C2CC=CCC2C(=O)N2CCN(c3ccccn3)CC2)CC1 (stereo not drawn)	-5.0
C=CCN1C(=O)C(=O)N(CC(=O)NC23CC4CC(CC(C4)C2)C3)C1=O	-4.4
COc1ccc(CCN(C)Cc2nc(-c3ccc(OC)c(OC)c3OC)no2)cc1OC	-3.8
CC(=O)N1CCN(c2ccc(NC(=O)/C=C/c3ccc(-c4ccc(C)c(Cl)c4)o3)cc2)CC1	29.8
CCOc1ccc(C(=O)c2nc3c(n2O)CCCCC3)cc1OCC	-2.7
Cc1cccc(NC(=O)CN(C)C(=O)c2ccc(-n3cccc3)nc2)n1	-6.5
COc1ccccc1CC(C)N(C)C(=O)c1ccc(C)nc1C (stereo not drawn)	1.4
COc1cc(Cl)cc2cc(C(=O)N3CCC(O)(CN(C)C)C3)oc12 (stereo not drawn)	-16.8
COc1ccc(NC(=O)C2(C)CCN2Cc2csc3ccccc23)cc1OC (stereo not drawn)	-11.5
O=C([C@@H]1CCCN1C(=O)c1cccs1)N1CCN(S(=O)(=O)c2cccs2)CC1	-5.3
Cc1[nH]c2ccccc2c1CC(=O)NCc1nnc(-c2ccccc2)o1	-13.7
N#CC1C(=N)SC(=N)C(C#N)C1c1ccnc2ccccc12 (stereo not drawn)	39.9
Oc1[nH]c2ccccc2c1N=Nc1ccc(Cl)c(Cl)c1	-15.7
O=c1[nH]cnc2c1ncn2[C@H]1CC[C@@H](CO)O1	-8.2&8.7
COCc1ncc(CN2CCC3(CCCN(C(=O)CC4CCCCC4)C3)C2)cn1 (stereo not drawn)	-21.9
O=C(NCc1coc(-c2ccccc2)n1)C1CC2(CCNCC2)CN1 (stereo not drawn)	-1.4
CC(CC(N)=O)NC(=O)CCc1ccccc1 (stereo not drawn)	-1.9
O=C(O)c1ccc(-n2nnnc2SC2CCc3ccccc3C2=O)cc1 (stereo not drawn)	-4.2
